Pf Dd2 growth: qHTS Primary assay for Inhibitors of Plasmodium falciparum Dd2 growth in vitro. P. falciparum Dd2 growth, SYBR Green, 72 h. Potency, µM (titrated, usually from 28.9 µM), without a hit: at the top dose activity, negative = inhibition, hits mostly inhibitors. 120,000 tested, 4.3% active. AID 1347417, 2020; active means well fitted inhibition curve with a large enough effect; inconclusive means small, poorly fitted or top-dose-only effect; inactive means no such curve, though single readings can be large or run the other way;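 further: plate controls were DMSO vehicle for no effect and reference drug for full effect; nearly all actives have a fitted effect of over 65% in size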
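Infected erythrocytes (Dd2, 0.3% parasitemia, 2.5% hematocrit final) are added to compound in RPMI-1640/Albumax II medium, grown 72 h at 37C in low oxygen, then lysed with saponin/Triton-X containing SYBR Green and read by fluorescence.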
Numbers without * were called inactive; [ ] = dose if it differs, or a comment. Potency means the concentration at half of the fitted maximal effect. The list is partial (hit frequency here may not be typical).

What do the screens show for `O=C(C1CCCCC1)N1CCCC2(CC(c3cccnc3)=NO2)C1` (stereo unspecified)?
Pf Dd2 growth: 15%

How did O=c1[nH]c(N2CCOCC2)nc2c1CCN(Cc1ccc(C(F)(F)F)cc1)CC2 do in these assays?
Pf Dd2 growth: 1.3µM*

What do the screens show for `CCOc1ccc(Nc2sc(C(=O)c3ccc4c(c3)OCO4)c(N)c2S(=O)(=O)c2ccc(C)cc2)cc1`?
Pf Dd2 growth: inconclusive

How did CCN1c2cc(C(=O)NCc3ccc(F)cc3Cl)ccc2C(=O)N2CCCCCC21 (stereo unspecified) do in these assays?
Pf Dd2 growth: -20%

How did COc1ccc(CCNC(=O)c2cc3sccc3n2Cc2ccc(Cl)cc2)cc1OC do in these assays?
Pf Dd2 growth: inconclusive

Results for COc1ccc(C(=O)N2CCCC(n3cc(-c4nc(C)no4)nn3)C2)cc1 (stereo unspecified) ?
Pf Dd2 growth: inactive

How did Cc1ccn(CC(=O)N[C@@H]2CN(c3ccncn3)C[C@H]2CN(C)C)n1 do in these assays?
Pf Dd2 growth: inactive

Results for COc1ccc(-n2nc3n(c2=O)CCN(CC2CC2)C3)cc1 ?
Pf Dd2 growth: 13%

Results for Cc1nn(C)c(C)c1S(=O)(=O)NC1CCc2nnc(C3CC3)n2CC1 (stereo unspecified) ?
Pf Dd2 growth: inactive

Results for C=CCOC(=O)C1=C(C)N=C2SC=C(CC(=O)N3CCCC3)N2C1c1ccccc1Cl (stereo unspecified) ?
Pf Dd2 growth: -24%

Results for COc1ccc(N2CCN(S(=O)(=O)CCNC(=O)c3cc(=O)c4ccccc4o3)CC2)cc1 ?
Pf Dd2 growth: inactive

What do the screens show for `Cc1ccc(NC(=O)N2CCc3c(C(=O)NC(C)c4cccnc4)cccc32)cc1` (stereo unspecified)?
Pf Dd2 growth: inconclusive

In the list so far, these contain nitrogen in an aromatic ring:
What do the screens show for `O=C(C1CCCCC1)N1CCCC2(CC(c3cccnc3)=NO2)C1` (stereo unspecified)?
Pf Dd2 growth: 15%

How did O=c1[nH]c(N2CCOCC2)nc2c1CCN(Cc1ccc(C(F)(F)F)cc1)CC2 do in these assays?
Pf Dd2 growth: 1.3µM*

How did COc1ccc(CCNC(=O)c2cc3sccc3n2Cc2ccc(Cl)cc2)cc1OC do in these assays?
Pf Dd2 growth: inconclusive

Results for COc1ccc(C(=O)N2CCCC(n3cc(-c4nc(C)no4)nn3)C2)cc1 (stereo unspecified) ?
Pf Dd2 growth: inactive

How did Cc1ccn(CC(=O)N[C@@H]2CN(c3ccncn3)C[C@H]2CN(C)C)n1 do in these assays?
Pf Dd2 growth: inactive

Results for COc1ccc(-n2nc3n(c2=O)CCN(CC2CC2)C3)cc1 ?
Pf Dd2 growth: 13%

Results for Cc1nn(C)c(C)c1S(=O)(=O)NC1CCc2nnc(C3CC3)n2CC1 (stereo unspecified) ?
Pf Dd2 growth: inactive

What do the screens show for `Cc1ccc(NC(=O)N2CCc3c(C(=O)NC(C)c4cccnc4)cccc32)cc1` (stereo unspecified)?
Pf Dd2 growth: inconclusive

More entries
What do the screens show for `CCN1CCC(CC(=O)N2CCC(C3CCN(C(=O)NC)CC3)C2)CC1` (stereo unspecified)?
Pf Dd2 growth: 9%

How did Cc1cc(C(=O)NCC2Cn3cccc3C(=O)N2CC(C)C)n(C)n1 (stereo unspecified) do in these assays?
Pf Dd2 growth: -10%

How did Cc1ccc(CNC(=O)N2CCCN(S(C)(=O)=O)C(c3ccccc3)CC(=O)NCC2)cc1 (stereo unspecified) do in these assays?
Pf Dd2 growth: -19%

What do the screens show for `CC(=O)c1ccc(NC(=O)N2CCc3c(nc(-c4ccc(F)cc4)[nH]c3=O)C2)cc1`?
Pf Dd2 growth: 7%

How did CNC(C)c1cnccn1 (stereo unspecified) do in these assays?
Pf Dd2 growth: 18%[44.1 µM]

What do the screens show for `CCOc1cc(=O)n2c(c1C(=O)Nc1cccc(Br)c1)CCCC2`?
Pf Dd2 growth: 30%

What do the screens show for `O=C1CCN(C(=O)C2CC=CC2)CCCC(c2nc(-c3cccnc3)no2)CCN1` (stereo unspecified)?
Pf Dd2 growth: inconclusive

What do the screens show for `NCC(=O)N1Cc2ccccc2CC2(CCN(CC3CCNC3)C2)C1` (stereo unspecified)?
Pf Dd2 growth: 15%

What do the screens show for `Cc1oc(-c2cccc(Oc3ccccc3)c2)nc1CN1CC[C@H](N(C)C)C1`?
Pf Dd2 growth: -13%

How did O=C(NCCNc1cccnc1)C1CCC(=O)N(Cc2ccc(Cl)cc2)C1 (stereo unspecified) do in these assays?
Pf Dd2 growth: -5%

How did CCOc1ccccc1NC(=O)N1CCC(N2CCN(Cc3ccccc3)C(=O)C2=O)CC1 do in these assays?
Pf Dd2 growth: 10%[5.79 µM]

What do the screens show for `NC(=O)c1cccc(CN2CCC3(Cc4ccccc4N(C(=O)C4CCCC4)C3)C2)c1` (stereo unspecified)?
Pf Dd2 growth: -23%

How did Cc1cccc(-c2nc3cnccn3c2NCCC(=O)N2CCCCCC2)c1 do in these assays?
Pf Dd2 growth: -1%

Results for O=C(N[C@@H]1[C@@H](Cc2ccccc2)[C@H]2OCC[C@@H]12)N1CCOCC1 ?
Pf Dd2 growth: -18%

What do the screens show for `O=C(c1ccc2c(c1)OCO2)N1CCCC2(C1)Nc1cccnc1NC2=NC1CCCC1` (stereo unspecified)?
Pf Dd2 growth: 10%[5.79 µM]

Results for O=C(NC1CCN(c2cc(-c3cccs3)[nH]n2)C1)c1cc(F)ccc1Cl (stereo unspecified) ?
Pf Dd2 growth: inactive

What do the screens show for `CN(CCc1ccccc1)C(=O)c1cc2c(s1)CCN(C(=O)c1ccc(Cl)cc1)C2`?
Pf Dd2 growth: -2%

How did C=CCO[C@@H]1C[C@H]2C(=O)N3CC[C@H](NC(=O)[C@@H](O)c4ccccc4)C[C@H]3C(=O)N2C1 do in these assays?
Pf Dd2 growth: 1%[44.1 µM]

What do the screens show for `CC(C)(C)CC(=O)N1CCC(N2C(=O)C(O)C23CCCCC3)CC1` (stereo unspecified)?
Pf Dd2 growth: -1%

How did CN(C)c1ncnc2sc3c(c12)CCN(Cc1ccc2cc[nH]c2c1)C3 do in these assays?
Pf Dd2 growth: 1.3µM*

Results for CN(C)C[C@@H]1CN(Cc2ccccc2)C[C@H]1NC(=O)CCn1cccn1 ?
Pf Dd2 growth: 31%

Results for CC(C)C(=O)NCCC1CCN(C(=O)Nc2ccccc2F)CC1 ?
Pf Dd2 growth: 1%

Results for COCC1CN(C(C)=O)CC12CCN(C(=O)c1n[nH]c(=O)c3ccccc13)CC2 (stereo unspecified) ?
Pf Dd2 growth: 32%[activator]

Results for Cc1cc(C2CCCN2C(=O)c2ccc(-c3ccccc3Cl)o2)no1 (stereo unspecified) ?
Pf Dd2 growth: -15%

Reprinted at random: 4 compounds from above, in no set order.
How did CN(C)c1ncnc2sc3c(c12)CCN(Cc1ccc2cc[nH]c2c1)C3 do in these assays?
Pf Dd2 growth: 1.3µM*

How did Cc1ccn(CC(=O)N[C@@H]2CN(c3ccncn3)C[C@H]2CN(C)C)n1 do in these assays?
Pf Dd2 growth: inactive

What do the screens show for `Cc1oc(-c2cccc(Oc3ccccc3)c2)nc1CN1CC[C@H](N(C)C)C1`?
Pf Dd2 growth: -13%

Results for C=CCOC(=O)C1=C(C)N=C2SC=C(CC(=O)N3CCCC3)N2C1c1ccccc1Cl (stereo unspecified) ?
Pf Dd2 growth: -24%

Continued:
What do the screens show for `COc1ccc(NC(=O)Cc2c[nH]c3ncc(-c4ccccc4)cc23)cc1`?
Pf Dd2 growth: -21%[44.1 µM]

What do the screens show for `O=C(NCc1nnc2ccc(-c3ccc(F)cc3)nn12)c1cc(Cl)ccc1F`?
Pf Dd2 growth: inactive

Results for CCOc1ccc(S(=O)(=O)c2cn(Cc3cc(C)ccc3C)c3ccc(OCC)cc3c2=O)cc1 ?
Pf Dd2 growth: 10µM*

How did CCn1ccc(C(=O)Nc2ccc3ncnc(N4CCCC4)c3c2)n1 do in these assays?
Pf Dd2 growth: inactive

Results for CN(C1CCc2nn(C)c(=O)n2CC1)S(=O)(=O)c1cccc(C#N)c1 (stereo unspecified) ?
Pf Dd2 growth: 17%

Results for COc1ccccc1CC(=O)Nc1ccc2ncnc(N3CCCC3)c2c1 ?
Pf Dd2 growth: inconclusive

Results for O=C1Nc2ccccc2CC12CCN2Cc1ccc(F)cc1 (stereo unspecified) ?
Pf Dd2 growth: -1%[44.1 µM]

How did COc1ccc(C[C@H](NC(=O)[C@@]2(O)C[C@@H](O)[C@H](O)[C@@H](NC(=O)CC(C)(C)C)C2)C(N)=O)cc1 do in these assays?
Pf Dd2 growth: 9%

Results for O=C(NCc1nnc2cc(-c3nc(C4CC4)no3)ccn12)c1ccncc1 ?
Pf Dd2 growth: inactive

What do the screens show for `Cn1nccc1C(=O)N1CCC(c2cc(-c3ccccc3)n[nH]2)CC1`?
Pf Dd2 growth: inactive[5.79 µM]

How did Cc1ccc(C)c(-c2[nH]c3c(c2-c2c(-n4cccc4)n(C)c(=O)[nH]c2=O)c(=O)[nH]c(=O)n3C)c1 do in these assays?
Pf Dd2 growth: -17%

What do the screens show for `O=C(c1cnccn1)N1CCC(N2C(=O)C(O)C23CCCCC3)CC1` (stereo unspecified)?
Pf Dd2 growth: 1%

What do the screens show for `Cn1nc(C(=O)N2CCc3nn(CC#N)c(=O)n3CC2)c2ccccc21`?
Pf Dd2 growth: 12%

How did CCN(CC)Cc1cnc2c(C(=O)N(C)CCc3ccccn3)cnn2c1 do in these assays?
Pf Dd2 growth: -7%

Results for Cc1noc([C@@H]2CN(C(=O)c3ccc4ccccc4n3)C[C@H]2CO)n1 ?
Pf Dd2 growth: 17%

What do the screens show for `CCCn1c(C)cnc1CC1CCN(C(=O)c2c(C)noc2C)CC1`?
Pf Dd2 growth: -2%

What do the screens show for `Cc1c(C)n(Cc2ccccc2)c2ccc(C(=O)NCc3ccc(OC(C)C)cc3)cc12`?
Pf Dd2 growth: -24%

How did COc1cccc(CNC(=O)[C@H]2CCC[C@H]2NC(=O)c2ccncc2)c1OC do in these assays?
Pf Dd2 growth: inactive

What do the screens show for `CCCc1noc(-c2ccn3c(CNC(=O)Cc4ccc(Cl)cc4)nnc3c2)n1`?
Pf Dd2 growth: inconclusive

What do the screens show for `O=C(CN1C(=O)NC(c2ccc(Cl)cc2)C2=C1COC2=O)Nc1ccc2c(c1)OCCO2` (stereo unspecified)?
Pf Dd2 growth: -14%

How did O=C(O)C[C@@H]1CCN(C(=O)COc2ccccc2)C[C@@H]1CCN1CCN(c2ccccn2)CC1 do in these assays?
Pf Dd2 growth: inconclusive

How did O=C(O)c1cccc([S+](=O)([O-])N2CC(CNC(=O)c3ccccc3)C3(CN(c4ccccc4)C3)C2)c1 (stereo unspecified) do in these assays?
Pf Dd2 growth: inactive

Results for Cc1ncc(CC(=O)N2CCC3(CC2)CC(C(=O)O)N(C)C3)c(=O)[nH]1 (stereo unspecified) ?
Pf Dd2 growth: -15%

Results for CCc1n[nH]c(CC2CCN(C(=O)COc3ccc(C)cc3)CC2)n1 ?
Pf Dd2 growth: -4%

What do the screens show for `O=C1Nc2ccccc2CC12CCN2[S+](=O)([O-])c1cccc(C(F)(F)F)c1` (stereo unspecified)?
Pf Dd2 growth: -8%

What do the screens show for `COc1ccc(NC(=O)c2ccc3nc(CCc4ccccc4)oc3c2)c(OC)c1`?
Pf Dd2 growth: 0%

What do the screens show for `COc1ccc(NC(=O)CC2C(=O)N(c3ccc(OC)cc3)C(=O)N2Cc2ccc(OC)c(OC)c2)cc1` (stereo unspecified)?
Pf Dd2 growth: inactive

What do the screens show for `O=C1NC2(CCN(C(=O)c3ccc(Cl)cc3)CC2)COc2ccccc21`?
Pf Dd2 growth: inconclusive

How did COCCCNC(=O)C1CCN(Cc2cc3ccccc3n2Cc2cccc(C)c2)CC1 do in these assays?
Pf Dd2 growth: inconclusive

How did CC(C)NC(=O)N1CCC2(CC1)CN(C(=O)Cc1csc(N)n1)Cc1ccccc1O2 do in these assays?
Pf Dd2 growth: inconclusive

How did Cn1cc(-c2cccc(CCOc3cnc4c(ccn4CC(=O)O)c3)c2)cn1 do in these assays?
Pf Dd2 growth: inactive

What do the screens show for `COc1ccc(C2C(C(=O)Nc3ccccc3)=C(C)Nc3nc(SCC(=O)c4ccc(C)cc4)nn32)cc1` (stereo unspecified)?
Pf Dd2 growth: 30%[activator]

How did CCN(CC)C[C@H]1CN2CC[C@H]1C[C@@H]2CNS(=O)(=O)c1ccccc1 do in these assays?
Pf Dd2 growth: inactive

How did O=C1N(c2ccc(F)cc2)CCOC12CCN(Cc1ccc3[nH]ccc3c1)CC2 do in these assays?
Pf Dd2 growth: -15%[44.1 µM]

How did CCNS(=O)(=O)c1cc(-c2nnc(Nc3cccc(C(F)(F)F)c3)c3ccccc23)ccc1C do in these assays?
Pf Dd2 growth: -8%

What do the screens show for `CCOc1ccccc1NC(=O)N1CCCCCCNC(=O)CC1c1ccccc1` (stereo unspecified)?
Pf Dd2 growth: -41%

How did COc1ccc(C(=O)N2CCC3(CC2)CC(C(C)C)=NO3)cc1 do in these assays?
Pf Dd2 growth: inconclusive

How did N#Cc1ccc(C(=O)Nc2ccc3c(c2)N(C2CCCC2)C(=O)c2ccccc2S3)cc1 do in these assays?
Pf Dd2 growth: 11µM*

What do the screens show for `O=C(O)[C@@H]1CN(C(=O)CCc2cccc(Cl)c2)C[C@H]1c1cccc(F)c1`?
Pf Dd2 growth: -2%

Results for CCc1ccc(-c2nc(SCC(=O)NCCOC)c(-c3ccc(C)cc3)[nH]2)cc1 ?
Pf Dd2 growth: inconclusive

How did COc1cccc([S+](=O)([O-])N2CCC3(CC2)CC(=O)c2ccc(Cl)cc2O3)c1 do in these assays?
Pf Dd2 growth: -21%

Results for Cc1sc2ccn(Cc3ccc(F)cc3)c(=O)c2c1C(=O)NC(C)C ?
Pf Dd2 growth: inactive

Source: PubChem BioAssay (National Center for Advancing Translational Sciences (NCATS))
